hcGAS inh: inhibitors of human cGAS | Q8N884 | recombinant h-cGAS, ATP depletion, Kinase-Glo luminescence | inhibition, % at 12.5 µM | hit rate 0.081% among 290,000 | AID 1259398;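 further: 0% = vehicle reaction and 100% = reaction without DNA for no activity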
Target sequence (Q8N884 whole entry, looked up): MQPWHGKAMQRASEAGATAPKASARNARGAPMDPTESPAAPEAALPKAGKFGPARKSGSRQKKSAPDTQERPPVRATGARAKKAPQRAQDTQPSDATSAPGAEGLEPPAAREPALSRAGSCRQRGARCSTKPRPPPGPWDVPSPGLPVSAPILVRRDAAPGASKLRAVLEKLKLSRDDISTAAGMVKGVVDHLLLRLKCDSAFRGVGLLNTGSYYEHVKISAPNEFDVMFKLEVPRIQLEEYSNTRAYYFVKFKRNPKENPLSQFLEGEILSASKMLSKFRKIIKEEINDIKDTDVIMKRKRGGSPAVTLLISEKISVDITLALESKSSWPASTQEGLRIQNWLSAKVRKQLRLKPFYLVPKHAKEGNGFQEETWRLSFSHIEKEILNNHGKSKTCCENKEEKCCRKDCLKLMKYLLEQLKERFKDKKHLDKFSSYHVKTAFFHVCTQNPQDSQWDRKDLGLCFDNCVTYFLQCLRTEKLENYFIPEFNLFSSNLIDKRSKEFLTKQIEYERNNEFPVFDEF
NPYLR7 agonist: mosquito NPYLR7 agonism; activation, % at 10 µM; hit rate 0.15% among 270,000; HEK293T NPYLR7/Galpha15, GCaMP6s calcium fluorescence; in the data active means activation above about 40%;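 further: 0% = vehicle and 100% = reference agonist at the receptor; some compounds past the cut are filed as inactive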
mcGAS inh: mouse cGAS inhibition by luminescence; Q8C6L5; recombinant cGAS, Kinase-Glo ATP depletion luminescence; inhibition, % at 12.5 µM; hit rate 0.15% among 160,000;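 further: 0% = negative control wells and 100% = reference inhibitor with no enzyme activity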
The depositor's hits bear a star; . = no result given; & = joins results of further samples. Unless noted, no stated cut-off is given here; in the data, active means inhibition above about 40%; inactive means the rest.

Second line of a record – hcGAS inh, NPYLR7 agonist, mcGAS inh
- CCC(C(=O)Nc1nnc(SCC(=O)c2cccc(OC)c2)s1)c1ccccc1 (stereo unspecified)
 : -3, -5, 1
- CC1(C)CC(c2nccn2Cc2cnn(Cc3ccccc3)c2)CCO1 (stereo unspecified)
 : -1, 5, -9
- COc1cc2nc(COc3cc(Cl)c(Cl)cc3Cl)[nH]c(=O)c2cc1OC
 : -6, 1, .
- CCOCCCN(CC(=O)N(Cc1ccc(F)cc1)Cc1ccc(C)s1)C(=O)c1cccs1
 : 4, ., 0
- CC(C)OC(=O)c1c(NC=C(C#N)C#N)sc2c1CCCC2
 : -8, 2, -4
- O=C(CSc1cn(CC(=O)N2CCCCCC2)c2ccccc12)NC1CCCC1
 : -6, 42*, -6
- COc1cc(C=C2N=C(c3ccccc3)OC2=O)ccc1OCC(=O)N1CCOCC1
 : -4, 7, -9
- Cc1ccc2c(C)c(C(=O)N3CCC(c4ccncc4)CC3)oc2c1C
 : 4, -2, .
- COc1cc(-c2ccc3c(c2)COC2(CCN(C(=O)N[C@@H]4C[C@H]4c4ccccc4)CC2)O3)cc(OC)c1OC
 : -3, 9, -5
- COc1cccc(C2C(=C(O)c3ccc(Cl)cc3)C(=O)C(=O)N2CCCN2CCOCC2)c1 (stereo unspecified)
 : -4, 3, -8
- Cc1noc(C)c1CC(=O)NCC1(N2CCCCC2)CCCCC1
 : -6, 10, -7
- COc1cccc(-c2cc(C(=O)NC(C)C)nc3cc(-c4ccccc4)nn23)c1
 : -7, 11, -8
- Cc1ccc(-c2cnc(CCC(=O)Nc3nc4ccc(S(C)(=O)=O)cc4s3)o2)cc1C
 : -2, 0, .
- O=C(NC1CCC(NC(=O)[C@H]2CCCN2S(=O)(=O)/C=C/c2ccccc2)CC1)c1ccccc1 (stereo partly specified)
 : 1, 6, -6
- Nc1cc(-c2ccnc3ccccc23)c2cc[nH]c2n1
 : -4, 2, -9
- CC1CCN(c2nc(-c3ccccc3)nc3c2CN(C(=O)Nc2ccc(Cl)c(Cl)c2)CC3)CC1
 : 4, -12, 1
- O=C(Nc1ccc2c(c1)OCCO2)c1cc(=O)c(OCc2ccc(F)cc2)c[nH]1
 : -11, 2, .
- CC(=O)[C@@]1(O)CC[C@H]2[C@@H]3CCC4=CC(=O)CC[C@]4(C)[C@H]3CC[C@@]21C
 : -3, -9, -3
- COc1ccccc1/C=C/CN1C[C@H]2C[C@H](O)[C@H](O)C[C@H]2C1
 : -10, 15, .
- CC(C)(C)OC(=O)N1CCN(C(=O)c2cc3ccccc3cc2O)CC1
 : -4, 3, .
- O=c1oc2ccc(Cl)cc2cc1-c1nnc(Nc2cccc3ccccc23)s1
 : -1, -4, .
- Cc1c(C#N)c2ncnc(-c3ccccc3)c2n1-c1ccccc1
 : -4, 1, -5
- COc1ccccc1Oc1cc(N2CCN(C(=O)c3ccco3)C(C)C2)ncn1 (stereo unspecified)
 : -3, 15, -5
- CC(=O)N1CCC(NS(=O)(=O)c2ccc3c(c2)CCCC3)CC1
 : -5, -3, -7
- Cc1cccc(N2C(=O)C(c3c(C)[nH]n(-c4ccccc4)c3=O)=C([n+]3ccccc3)C2=O)c1
 : -12, -2, -10
- C=CCOCC(O)CN(Cc1ccc(F)cc1)Cc1ccc(C)s1 (stereo unspecified)
 : 0, 18, -2
- Cc1ccc(S(=O)(=O)N2CCC(C(NC(=O)c3cccc(C)c3)C(=O)N3CCCC3)CC2)cc1 (stereo unspecified)
 : -4, -5, -5
- COC(=O)C(=O)N1CCc2cc(OC)c(OC)cc2C1c1ccc(F)cc1 (stereo unspecified)
 : -4, 23, -3
- COc1ccc(C)c2sc(N(Cc3cccnc3)C(=O)c3cc(C)no3)nc12
 : -4, 7, -8
- COc1ccc(NC(=O)N2CCC(Cn3cc(C4CCCC4)nn3)CC2)cc1
 : -6, -6, .
- Clc1cccc(Cn2ccnc2CNc2ccccc2)c1
 : -3, 13, -5
- N#CC1C(=N)n2ncnc2NC1c1ccc(F)cc1 (stereo unspecified)
 : 4, 0, .
- COc1ccc(-c2nn(-c3cccc(F)c3)c(OC(C)=O)c2-c2ccc(NC(=O)C3CC3)cc2)cc1OC
 : -2, 0, -3
- Cc1noc(-c2cccnc2N(C)Cc2ccc(S(C)=O)cc2)n1 (stereo unspecified)
 : -12, 2, -15
- Cn1cccc1C(=O)N1CCCCC1CCOC(=O)c1ccco1 (stereo unspecified)
 : -6, 8, .
- CCCc1cc(C(=O)N2CCC(c3ccccc3C(=O)O)C2)n[nH]1 (stereo unspecified)
 : -3, 5, -11
- CCC1(CC)C(=O)NC(=O)N=C1N
 : -2, 4, .
- CC(=O)O[C@H]1CC[C@]2(C)C3=CC(=O)[C@@]4(C)C(C[C@@H]5OC6(OCC(C)CC6Br)[C@@H](C)[C@@H]54)C3CC[C@H]2C1 (stereo partly specified)
 : -4, -13, -6
- Clc1ccc(-c2cnc(CSc3nnc(C4CC4)n3C3CC3)o2)cc1
 : -7, 10, .
- CCn1c(C2CCN(CC3=Cc4cccc(OC)c4OC3)CC2)n[nH]c1=O
 : -4, 6, .
- CC1(C(=O)NCc2ccccc2Br)CCN1C1Cc2ccccc2C1 (stereo unspecified)
 : -11, 8, .
- Cc1nc2cccc(C)n2c(=O)c1NC(=O)c1ccc2ccccc2c1
 : -15, 2, .
- COc1ccc(CC(=O)N2CCN(S(=O)(=O)c3cc4c5c(c3)CCC(=O)N5CCC4)CC2)cc1
 : -8, -3, .
- CCOC(=O)C1(Cc2cccc(OC)c2)CCCN(C(=O)C(=O)c2ccccc2)C1 (stereo unspecified)
 : -9, -4, .
- CC(=O)CC1(O)C(=O)N(CN2CCOCC2)c2ccccc21 (stereo unspecified)
 : 4, 7, -9
- CCCc1cc(NC2CC(=O)N(CCc3ccccc3)C2)nc(C)n1 (stereo unspecified)
 : -4, 9, .
- CCCOC1CCCN(Cc2cc3cc(OC)ccc3[nH]c2=O)C1 (stereo unspecified)
 : -9, ., -7
- Cn1ccc(C(=O)N(Cc2cccnc2)c2nc3c(F)cc(F)cc3s2)n1
 : -6, ., -9
- COc1cc(OC)cc(-c2nnc(SCc3ccccc3C#N)n2-c2ccccc2C)c1
 : 1, -6, -2
- CC1SC(c2ccccc2Cl)N(CCN2CCN(C(=O)c3cccc(F)c3)CC2)C1=O (stereo unspecified)
 : 8, 4, -6
- Cc1nnsc1C(=O)NC1CCCCCC1
 : -4, -6, .
- COC(=O)Cn1cnc2c(nnn2Cc2ccc(F)cc2)c1=O
 : 0, 5, .
- NC(=O)CSc1nc(N)nc(N)n1
 : -1, 1, -4
- Cc1c(C(=O)Nc2ccc(C(=O)N(C)C)cc2)oc2ccc(Cl)cc12
 : 6, -17, 3
- COc1ccc(CCOC(=O)[C@@H]2CCCN2C(=O)c2cccnc2Nc2cccc(C)c2C)cc1OC
 : -2, -6, -3
- NC(N)=NC(=O)c1nc(Cl)c(N)nc1N
 : 3&0&-4&1&5, -3&-12&-11&7&-5, -2&1
- O=C(c1ccccc1-c1nn[nH]n1)N1CCOC(C(F)(F)F)C1 (stereo unspecified)
 : -5, 1, -13
- CCc1nnc(CN(CC)C(=O)C(C)Oc2cc(C)ccc2C)o1 (stereo unspecified)
 : -5, 2, .
- CCSc1ncc(-c2c(-c3ccccc3)ncn2Cc2ncc[nH]2)cn1
 : -3, 2, .
- CC1=C(C(=O)N2CCOc3ccc(C(O)C(c4ccccc4)c4ccccc4)cc3C2)OCCO1 (stereo unspecified)
 : -5, 17, -11

Profiles as entered above. Order of values: hcGAS inh	NPYLR7 agonist	mcGAS inh
CC1=C(C(=O)N2CCOc3ccc(C(O)C(c4ccccc4)c4ccccc4)cc3C2)OCCO1 (stereo unspecified) across the screens: -5	17	-11
COc1ccc(NC(=O)N2CCC(Cn3cc(C4CCCC4)nn3)CC2)cc1 across the screens: -6	-6	.
COc1ccc(-c2nn(-c3cccc(F)c3)c(OC(C)=O)c2-c2ccc(NC(=O)C3CC3)cc2)cc1OC across the screens: -2	0	-3

New compounds follow
Second line of a record – hcGAS inh, NPYLR7 agonist, mcGAS inh
- NC(=O)c1cccnc1N1CCCC(Cc2ccccc2F)(C(=O)O)C1 (stereo unspecified)
 : -9, -1, -11
- CN(CCCc1nccn1C)c1nc(-c2ccncc2)nc2c1CCNC2
 : -1, ., -13
- CN(CC(=O)O)c1nc(Cc2ccc(F)cc2)ns1
 : -2, 5, .
- COCCCNc1nc2nonc2nc1N(C)Cc1ccccn1
 : -6, 0, .
- CCc1nc(C)sc1CNC(=O)c1sccc1NC(C)=O
 : -5, -3, .
- Cc1nc(C)n(CC2CCCCN2CC(O)CN2CCOCC2)n1 (stereo unspecified)
 : -9, 7, .
- Cc1ccc(=O)n(CC(=O)N(C)CC2(N3CCCCC3)CCCCC2)n1
 : -4, ., -3
- CCOC(=O)c1ccc2c(c1)nc(SCc1cc(F)ccc1Br)n2Cc1ccccn1
 : -4, -7, -6
- CCCS(=O)(=O)N1CCC(Nc2nccnc2OCC)CC1
 : -4, ., -3
- COCCN(C(=O)CN1CCN(CC(F)(F)F)CC1)c1c(N)n(Cc2ccccc2)c(=O)[nH]c1=O
 : -6, 6, -5
- N#CCn1c(-c2nonc2N)nc2ccccc21
 : 6, 1, .
- Cc1ccc2c(C(=O)N3CCC(CCO)CC3)cc(C)nc2c1
 : -6, -1, .
- Brc1ccccc1OCc1cnn(-c2ccccc2)n1
 : -7, 1, .
- Nc1cc(-c2ccc(Cl)cc2)nn1-c1ccc(C(=O)N2CCCCC2)cc1
 : -6, -4, -2
- N#Cc1ccc(CSC2=NS(=O)(=O)c3ccccc3N2)cc1
 : -6, 4, -8
- CC(=NNC(N)=S)C12CC3CC(CC(C3)C1)C2
 : -1, -7, .
- O=C(N=Nc1c(O)[nH]c2ccc(Br)cc12)C1CC1
 : 0, 6, -1
- Cc1c(Cl)cccc1N=Cc1nc(-c2ccc(Br)cc2)oc1O
 : -2, -1, .
- Cc1cc(C)n(C(=O)c2cn(-c3ccc(S(=O)(=O)N4CCCC(C)C4)cn3)cn2)n1 (stereo unspecified)
 : 0, -10, .
- Cc1nccn1-c1cc(C(C)(C)C)nc2c(-c3ccc(Cl)cc3)cnn12
 : -8, 4, -8

Three records picked at random from the list so far, as already listed:
Second line of a record – hcGAS inh, NPYLR7 agonist, mcGAS inh
- N#Cc1ccc(CSC2=NS(=O)(=O)c3ccccc3N2)cc1
 : -6, 4, -8
- CN(CC(=O)O)c1nc(Cc2ccc(F)cc2)ns1
 : -2, 5, .
- Cc1nccn1-c1cc(C(C)(C)C)nc2c(-c3ccc(Cl)cc3)cnn12
 : -8, 4, -8

(continued)
Second line of a record – hcGAS inh, NPYLR7 agonist, mcGAS inh
- Cc1nn(-c2ccccc2)c(C)c1CC(=O)N(C)Cc1n[nH]c2c1CCC2
 : -5, 3, .
- CCCn1ncc(C(=O)N2CCc3nnc(C4CCCO4)n3CC2)c1C (stereo unspecified)
 : -1, 3, .
- Cc1cnccc1NCCNC(=O)c1cc2ccccc2s1
 : -2, -2, .
- COc1ncccc1-c1nc(N(C)C)nc2c1CCCC2
 : -9, 0, .
- CC(=O)NC(C)C(=O)N(C)C1CCN(CCc2ccncc2)CC1 (stereo unspecified)
 : -8, -1, .
- Cc1cc(C)c(NC(=O)NCC2(N3CCOCC3)CCCCC2)c(C)n1
 : -9, ., -6
- COc1ccc(S(=O)(=O)NCC2CCCO2)cc1N1CCN(S(=O)(=O)c2cccc(F)c2)CC1 (stereo unspecified)
 : -9, 3, -9
- CC(=O)c1c(C)nn(C)c(=O)c1NC(=O)c1c(O)c2ccccc2[nH]c1=O
 : -5, -10, -6
- CN(c1ccccc1)c1ccccc1C(=O)N1CCSCC1
 : -4, 11, -14
- COc1ccc(-n2c(SCC(=O)Nc3cc(C)on3)nc3c([nH]c4ccccc43)c2=O)cc1OC
 : 2, -7, -6
- COc1cccc(NC(=O)N2CCSC2c2ccccc2F)c1 (stereo unspecified)
 : 2, -19, 1
- O=[N+]([O-])c1ccc(Oc2cc(C(F)(F)F)nc(SCc3ccc(F)c(F)c3)n2)cc1
 : -1, 0, -4
- CC(C)C(=O)Nc1sc(-c2ccccc2)cc1C(N)=O
 : 2, 6, -4
- COCCNC(=O)c1c(N)n(/N=C\c2c[nH]c3ccccc23)c2nc3ccccc3nc12
 : -6, 8, -10
- CCCCCCn1c(CN2CCC(C(N)=O)CC2)nc2c1c(=O)n(C)c(=O)n2C
 : -2, 1, -7
- CCc1c(C)nc(-n2nc(C)cc2C)n(CC(=O)Nc2cccc(F)c2)c1=O
 : -8, 2, -7
- CNCC1CC(c2cccc(F)c2)=NO1 (stereo unspecified)
 : -4, 0, -4
- O=C(C1CNCCN1C(=O)CCCc1ccccc1)N1CCCC1 (stereo unspecified)
 : -4, 0, -10
- CC(NCC1(c2cccc(F)c2)CCOCC1)C(=O)NC1CCCC1 (stereo unspecified)
 : -9, ., -11
- COc1cccc(CC2CN(C(=O)Cc3c[nH]c(=O)n(C)c3=O)CCO2)c1 (stereo unspecified)
 : 2, 5, .
- CNC(=O)c1cccnc1N1CCC(N2CCCC(C(=O)N3CCCC3)C2)CC1 (stereo unspecified)
 : -4, 8, .
- CCc1nc(CN2CCC(c3[nH]ncc3-c3ccccc3)CC2)c(C)[nH]1
 : -4, 28, .
- Nc1ncc(Cl)cc1[N+](=O)[O-]
 : -4, -4, .
- Cc1nnsc1C(=O)NCc1ccccc1Cl
 : -2, -15, .
- CC(C)c1[nH]nc(C(=O)N(CCN(C)C)CCN(C)C)c1Br
 : -6, 14, .
- COCC(=O)N1CCCN(Cc2ccc(-n3cncn3)cc2)CC1
 : -1, 3, .
- COc1cc(N=Cc2nc(-c3ccccc3F)oc2O)c(C(=O)O)cc1OC
 : 13, -3, 1
- Cc1ccc(S(=O)(=O)N(Cc2ccco2)Cc2nccn2Cc2cccc(F)c2)cc1
 : -3, -2, -3
- CCOc1cc(Nc2ccc(NC(=O)CC)cc2)nc(C)n1
 : -8, 12, -7
- OC(c1ccccc1)c1ccccn1 (stereo unspecified)
 : 5, 0, .

High-throughput results (PubChem)
